# GPR7 antagonist: GPR7 receptor antagonists, primary screen, cell-based, fluorescence, single concentration; AID 1861, 2009; inhibition, % at 4.4 µM; 290,000 tested, 1.1% active; GPR7-expressing cells, fluorescence antagonist assay; in the data active = inhibition above about 16%, passing the limit was not always enough;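 also: cells stimulated with the agonist NPW; 0% = agonist with vehicle and 100% = vehicle without agonist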
# Target sequence (P48145 whole entry, looked up): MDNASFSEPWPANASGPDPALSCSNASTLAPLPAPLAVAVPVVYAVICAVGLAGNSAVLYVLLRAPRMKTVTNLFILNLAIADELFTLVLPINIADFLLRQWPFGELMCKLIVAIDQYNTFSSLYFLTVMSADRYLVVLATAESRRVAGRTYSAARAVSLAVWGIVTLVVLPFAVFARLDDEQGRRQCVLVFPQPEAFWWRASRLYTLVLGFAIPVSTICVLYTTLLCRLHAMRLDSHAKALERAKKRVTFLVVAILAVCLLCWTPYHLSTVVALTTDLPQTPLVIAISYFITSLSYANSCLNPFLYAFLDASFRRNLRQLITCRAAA
# VIM-2 inhibitor: VIM-2 metallo-beta-lactamase inhibitors, primary screen, biochemical, epi-absorbance readout, Pseudomonas aeruginosa enzyme | inhibition, % at 5.6 µM | AID 1527, 2009 | purified VIM-2, nitrocefin hydrolysis, epi-absorbance fluorescence | 290,000 tested, 0.89% active;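 active = inhibition above the mean of all tested compounds plus 3 SD, cutoff set per screening run, cut at about 7.5% in these data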;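 also: red hydrolysis product quenches plate fluorescence so inhibitors raise well fluorescence; 0% = enzyme with DMSO and 100% = DMSO without enzyme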
# p-CIP stab down: p/CIP-EGFP fusion destabilizers, primary screen, fluorescence, F442A cells | Q05BA5 | AID 1984, 2009 | 290,000 tested, 0.01% active | decrease of EGFP signal, % at 10 µM | 16 h;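 active = EGFP signal decrease of at least 30% at 10 µM or well 3 SD below plate mean, unless failing retest; inactive = the rest, including hits failing retest or dose response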; also: some compounds called inactive have numbers as strong as hits; many of its hits are not listed in these tables
# IDE cell inh: human IDE inhibitors in live cells, primary screen, fluorescence polarization, HEK cells, FAbetaB substrate; Insulin-degrading enzyme (Homo sapiens), P14735; FAbetaB cleavage; inhibition, % at 5.59 µM; 320,000 tested, 0.41% active;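 active = percent inhibition above the average of all tested compounds plus 3 SD, set per screening campaign, cut at about 16% in these data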;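 also: IDE supplied by intact live HEK cells; FP after avidin binding of uncleaved biotin substrate so inhibition keeps polarization high; 0% = DMSO wells and 100% = 60 µM reference IDE inhibitor Ii1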
# PHOSPHO1 block: PubChem AID 1565; Phosphoethanolamine/phosphocholine phosphatase (Homo sapiens), Q8TCT1; recombinant PHOSPHO1, absorbance phosphatase assay; inhibition, % at 13.3 µM; 290,000 tested, 1.1% active; in the data active = inhibition above about 60%
# Target sequence (Q8TCT1 whole entry, looked up): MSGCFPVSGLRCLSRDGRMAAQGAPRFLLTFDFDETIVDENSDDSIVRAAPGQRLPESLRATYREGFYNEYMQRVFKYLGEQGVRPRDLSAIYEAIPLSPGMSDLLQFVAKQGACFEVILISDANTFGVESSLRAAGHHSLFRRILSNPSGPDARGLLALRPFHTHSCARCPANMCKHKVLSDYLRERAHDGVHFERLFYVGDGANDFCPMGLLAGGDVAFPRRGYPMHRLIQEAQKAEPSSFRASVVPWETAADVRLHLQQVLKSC
# NALP1 yeast inh: NALP1 inflammasome inhibitors in reconstituted yeast, colorimetric, S. cerevisiae, triplicate retest | 280,000 tested, 0.61% active | AID 2071, 2009 | inhibition, % at 10 µM | S. cerevisiae NALP1/ASC/caspase-1 growth, X-gal OD620, 72 h; in the data active = inhibition mostly above about 24%, no sharp cut-off; inactive = mostly below about 32%; also: some compounds called inactive have numbers as strong as hits
# IDE act: human IDE activators in live cells, primary screen, fluorescence polarization, HEK cells, FAbeta-B substrate. Insulin-degrading enzyme (Homo sapiens), P14735. FAbeta-B cleavage; 0% vehicle, 100% cell-free pure enzyme wells. activation, % at 5.96 µM. 340,000 tested, 0.073% active. AID 493087, 2011;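 active = activation above the mean of all tested compounds plus 3 SD, set per screening campaign, cut at about 17% in these data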
# IMP-1 inh: IMP-1 metallo-beta-lactamase inhibitors, primary screen, biochemical, epi-absorbance readout, Pseudomonas aeruginosa enzyme; purified IMP-1, nitrocefin hydrolysis, epi-absorbance fluorescence; inhibition, % at 5.6 µM; 290,000 tested, 0.45% active; AID 1556, 2009;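 active = inhibition above the mean plus 3 SD of all compounds in the same screening run, cut at about 4.5% in these data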;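 also: 0% = IMP-1 with DMSO and 100% = DMSO wells lacking enzyme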
#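 Test system: recombinant IMP-1 enzyme, purified / Medium: HEPES buffer pH 7.1 with ZnSO4 and Brij 35 / Doses: single dose, 5.6 µM / Times: 25 °C, 15 min preincubation, 25 min reaction / Detection: Epi-absorbance via hydrolysed-nitrocefin quenching of white-plate fluorescence, 480/530 nm, EDTA stop / Evaluation: percent inhibition from optical density relative to buffer-blank wells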
# PfM18AAP inh: PfM18AAP inhibitors, malaria aminopeptidase, primary screen, biochemical, QFRET, recombinant enzyme | H-Glu-NHMec fluorogenic cleavage | inhibition, % at 7.35 µM | 290,000 tested, 1.2% active | AID 1822, 2009;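 active = inhibition above the campaign mean inhibition over all tested compounds plus 3 SD, cut at about 28% in these data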;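 also: 0% = plate median of test compound wells and 100% = 2 mM ZnCl2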
# Active calls of the source: *; · = not tested or not shown.
SMILES,IMP-1 inh,NALP1 yeast inh,IDE act,PHOSPHO1 block,IDE cell inh,p-CIP stab down,VIM-2 inhibitor,PfM18AAP inh,GPR7 antagonist
COc1ccc2oc(C(=O)c3ccccc3)c(N)c2c1,-0.5,3,·,28,0,-5,1.5,2,6
Cc1noc(C)c1C(=O)N1CCN(S(=O)(=O)c2cccs2)CC1,-2.4,-1,-2,30,-1,-7,-1.0,6,-18
CC(=O)c1c(C)[nH]c(C(=O)OCC(=O)N2c3ccccc3NC(=O)C2(C)C)c1C,-1.6,34,4,-1,-1,-6,1.9,2,-1
O=C(NNC(=S)Nc1ccccc1)c1ccncc1,-2.3,10,0,-87,5,-17,-3.0,7,-6
CC(=O)N=C1SC2CS(=O)(=O)CC2N1Cc1ccc(C)cc1 (stereo not drawn),-1.7,-8,·,2,-2,-3,-2.6,-1,-10
COc1cccc(C(=O)CC(C(=O)O)c2ccc(F)cc2)c1 (stereo not drawn),-2.3,-2,-2,36,1,5,-2.4,-3,2
COc1cc2cc(C)c3nnc(SCC(=O)Nc4cc(C)on4)n3c2cc1OC,-1.5,-11,6,-3,1,7,0.6,-1,-8
Nc1c(S(=O)(=O)c2ccccc2)c2nc3ccccc3nc2n1CCN1CCOCC1,-3.3,23,2,-12,-1,-8,-4.0,4,-4
Cc1noc(/C=C/c2cccs2)c1S(=O)(=O)N1CCC(C(=O)NCCCN2CCC(C)CC2)CC1,-1.4,8,4,-16,2,-15,-0.6,0,-8
CCOC(=O)c1c(C)nn(-c2ccc(NC(=O)c3c(C)noc3C)cc2)c1C,-3.0,13,1,39,-3,4,1.5,-4,-8
CCOC(=O)NC(=O)c1cn(N(C)c2ncc(C(F)(F)F)cc2Cl)c(=O)[nH]c1=O,-4.1,-5,-9,20,0,-6,-2.5,6,-9
CCN(CC)S(=O)(=O)c1ccc(OC)c(NC(=O)c2cc(=O)[nH]c3ccccc23)c1,-2.2,-9,5,-14,2,18,-1.2,7,12
O=C(COC(=O)Cc1ccccc1F)Nc1cc(S(=O)(=O)N2CCOCC2)ccc1N1CCCC1,-3.6,20,3,-3,-3,-11,-3.2,-5,-3
COc1cccc(O)c1CN1CCC(C(=O)Nc2ccc(Oc3cccnc3)cc2)CC1,-1.9,5,-4,9,0,-13,-2.5,-10,4
CN(C)/C=C/c1oc2ccc(O)cc2c1[N+](=O)[O-],-6.0,1,5,-10,5,-9,-4.5,36*,-5
CCCn1c(=O)n(C)c(=O)c2c(SCC(=O)NCC(c3ccccc3)N(C)C)nc(CC(C)C)nc21 (stereo not drawn),-2.2,9,-2,-7,7,-6,1.8,1,5
CNc1oc(C)nc1S(=O)(=O)c1ccc(C)cc1,-2.9,18,8,-36,1,0,0.2,-53,0
CN1CCN(NC(=O)/C=C/c2cccc(Cl)c2)CC1,0.7,-49,5,23,-4,-13,-0.8,-3,2
CCOC(=O)c1c(NC(=O)c2nn(C)cc2[N+](=O)[O-])sc(C)c1C,-1.7,-8,0,40,5,2,-4.0,3,-3
CC(C)(C)CN1CCNC(=O)C1CC(=O)NCCN1CCCc2ccccc21 (stereo not drawn),-0.5,13,1,26,3,-9,-0.9,7,5
O=C1c2ccccc2C(Nc2ccc(S(=O)(=O)N3CCCCCC3)cc2)N1Cc1ccco1 (stereo not drawn),-2.6,-26,-6,3,1,3,-4.1,-4,9
Cc1cc(NC(=O)c2ccccc2Oc2ccccc2)no1,-0.9,9,9,4,1,-12,0.8,-7,7
CC(C)CCNc1ncnc2c1cnn2Cc1ccccc1Cl,-2.4,22,-14,34,21*,1,-4.7,3,28
COCCCNC(=O)c1ccc(CS(=O)(=O)c2ccccc2C)o1,-4.4,13,-2,15,-1,-9,-2.8,-8,4
COCCN1Cc2cccc(C(=O)NCc3ccc4c(c3)OCO4)c2C1=O,1.8,16,2,2,-7,-18,0.7,29*,10
COc1ccccc1OCCC(=O)OCC(=O)NCc1ccccc1,-3.4,11,1,-3,-13,-4,-2.3,-8,11
CN(c1cc(=O)n2ccccc2n1)C1CCCCC1,-1.1,-9,-1,10,8,4,-0.7,0,-7
Cn1c(=O)cc(NCc2ccccc2)[nH]c1=O,-2.9,21,4,7,4,5,-2.6,-3,-4
CCn1cc(/C=C/C(=O)Nc2ccn(Cc3c(F)c(F)cc(F)c3F)n2)cn1,-4.0,25,2,-11,4,-2,-2.6,10,-5
O=C(Nc1ccc(-c2n[nH]c(=S)o2)cc1)c1ccccc1Cl,-4.0,-10,1,3,6,17,-3.8,2,8
COc1ccc2cc3c(nc2c1)OCC3,-1.7,9,-2,19,6,-12,-0.4,-1,-3
N#Cc1sc(C(N)=O)c(-c2ccccc2)c1-c1ccccc1,-2.1,22,6,34,5,-5,-2.1,-5,-5
Oc1c(C=Nc2ccc(Cl)cn2)sc2ccccc12,-2.4,0,-5,6,9,-6,2.0,-1,4
CCNc1nc(NCC)nc(C(=O)OCCO)n1,-2.5,9,7,3,0,-6,-4.8,5,0
COCCNC(=O)[C@H]1C[C@@H]1[C@H](NP(=O)(c1ccccc1)c1ccccc1)c1ccccc1,-2.4,14,0,-9,3,-2,-1.7,3,-8
CSc1ccc(CCNC(=O)CN2C(=O)c3cccnc3Oc3ccc(C)cc32)cc1,-1.8,14,8,19,1,-14,0.1,-7,1
Cn1cccc1-c1nc2ccc(NC(=O)c3ccco3)cc2[nH]1,-1.0,9,-4,-1,1,-5,-2.5,-8,8
Oc1ccccc1/C=N/N1CCN(c2ccccn2)CC1,-4.4,-7,-7,28,7,-4,-2.4,-2,-16
CC(=O)Nc1ccc(CN2CCN(c3cccc(C(F)(F)F)c3)CC2)cc1,-1.6,14,2,-3,-1,9,0.8,-8,16
O=S(=O)(c1ccccc1)N1CCC(n2nnc3cc(F)ccc32)CC1,-0.1,9,5,3,5,5,2.2,6,2
CSc1nn2c(C)c(C)c(C)nc2c1C#N,-3.1,17,4,28,-6,-9,2.0,-4,-5
COc1ccccc1-c1cc(-c2ccc(C)cc2)nc(SCc2nnc(-c3ccccc3)o2)c1C#N,-1.0,·,7,46,-2,-4,-2.1,-16,-2
Cc1ccccc1/C(N)=N/OC(=O)c1cccs1,-3.2,27,0,-12,-3,2,-3.5,-5,5
COc1ccc(-c2cc3ncc(C(C)=O)c(C)n3n2)cc1,-2.9,6,0,-3,-10,0,-1.7,-7,-8
CO/N=C(/CNC(=O)c1ccc(F)cc1)c1ccc(Cl)cc1,-0.9,-1,-3,28,3,-6,-0.2,-1,-5
CCCNC(=O)c1ccc(CNc2c(N3CCC(C(=O)OCC)CC3)c(=O)c2=O)cc1,-3.5,-5,3,21,5,-20,-1.8,-2,10
Cc1ccc2c(CC(=O)Nc3sccc3C(N)=O)coc2c1,-2.8,1,-4,47,8,-2,-4.7,1,-5
O=C(CNC(=O)[C@@H]1Cc2ccccc2CN1)Nc1ccc2c(c1)OCO2,-1.8,31,5,-4,-3,-3,0.5,-5,-4
COC(=O)Cc1c(O)ccn(C2CC2)c1=O,-4.2,-1,2,45,3,-5,-2.1,-7,-12
Cc1nc([N+](=O)[O-])cn1CC(=O)NCCCO,-0.4,27,-1,-10,3,-12,2.0,12,16

# Next compounds:
SMILES,IMP-1 inh,NALP1 yeast inh,IDE act,PHOSPHO1 block,IDE cell inh,p-CIP stab down,VIM-2 inhibitor,PfM18AAP inh,GPR7 antagonist
O=C(Nc1ccc(Cl)cc1F)C1CCN(S(=O)(=O)c2cccnc2)CC1,-3.5,14,2,3,-1,0,-2.0,0,-5
Cc1ccccc1NC(=O)c1ccc2nc(N3CCOCC3)sc2c1,-4.0,13,2,36,-2,-3,-0.2,-1,10
COCCNC(=O)c1nn2cccnc2c1Cl,-1.3,-12,1,5,-3,-7,-3.1,-10,-1
Cc1cc(NC(=O)CSc2nnc(-c3ccncc3)n2-c2ccc(F)cc2)no1,-0.1,12,6,5,4,14,-0.4,-9,-3
CC1(C)CC(=O)/C(=N/Nc2ccc(Cl)cc2)CO1,1.0,9,3,15,-2,3,-1.1,-10,-11
CS(=O)(=O)Nc1ccc(C2=NN(C(=O)c3ccccc3)C(c3cccs3)C2)cc1 (stereo not drawn),-4.3,4,4,-6,4,-9,-1.2,3,-10
O=C(/C=C/c1cccc2ccccc12)c1ccncc1,-1.9,34,-2,1,-5,-21,0.7,13,7
CCOc1ccc(S(=O)(=O)/N=C(/c2ccccc2)N(C)C)cc1,-1.1,-6,-2,44,11,-2,-2.2,-1,-6
COCCNC(=O)c1ccc2c(c1)ncn2-c1cccc(C)c1,-2.5,-12,4,25,-3,4,-0.5,0,3
CCOc1ccc(NC(=O)CN2CCN(CC(=O)Nc3ccccc3OC)CC2)cc1,-1.4,-4,5,9,9,-2,-1.1,-4,7
O=C(CCCl)N1CCN(c2nc(-c3ccccc3)cs2)CC1,-2.6,0,-6,19,9,-6,-2.3,1,5
COc1cc(C2c3c(-c4ccccc4O)n[nH]c3C(=O)N2Cc2ccco2)cc(OC)c1OC (stereo not drawn),-1.1,·,7,3,2,-9,-2.0,-14,-5
O=C(Nc1ccccc1)C1=C[C@H](C2CC2)C[C@H](OCCCCO)O1,0.2,0,6,40,1,-4,-0.1,5,22
Cc1c(CCC(=O)NCC(=O)NCC(=O)O)c(=O)oc2cc3oc4c(c3cc12)CCCC4,-1.0,-5,-12,-12,24*,6,0.5,7,-1
N#CC1=C(SCC(=O)Nc2cccc3cccnc23)NC(=O)C(C#N)C12CCCCC2 (stereo not drawn),-4.0,7,2,5,-7,-3,-4.0,19,4
O=C(Nc1ncn[nH]1)c1ccc(Cl)c(S(=O)(=O)N2CCCCCC2)c1,-1.5,5,3,16,3,-2,-2.5,-4,-4
CC(=O)Nc1nnc(SCC(=O)Nc2nc(C)cs2)s1,-1.7,-6,2,28,-6,3,-2.3,-4,-7
CCOC(=O)C1CCCN(C(=O)c2cc3ccc(OC)cc3[nH]2)C1 (stereo not drawn),-3.0,17,1,5,·,4,-0.4,-5,-4
COc1ccc(NC(=O)c2nc[nH]c2C(=O)NCC(=O)OC(C)(C)C)cc1,·,·,3,34,-5,0,·,·,·
CCOc1ccc(NC(=O)CN(c2cccc(C(F)(F)F)c2)S(C)(=O)=O)cc1,-2.9,0,5,9,6,-12,-4.0,9,-8

# An excerpt from above in order of the VIM-2 inhibitor value, descending:
SMILES,IMP-1 inh,NALP1 yeast inh,IDE act,PHOSPHO1 block,IDE cell inh,p-CIP stab down,VIM-2 inhibitor,PfM18AAP inh,GPR7 antagonist
CCOC(=O)C1CCCN(C(=O)c2cc3ccc(OC)cc3[nH]2)C1 (stereo not drawn),-3.0,17,1,5,·,4,-0.4,-5,-4
O=C(Nc1ccc(Cl)cc1F)C1CCN(S(=O)(=O)c2cccnc2)CC1,-3.5,14,2,3,-1,0,-2.0,0,-5
CCNc1nc(NCC)nc(C(=O)OCCO)n1,-2.5,9,7,3,0,-6,-4.8,5,0
